High-throughput results (PubChem BioAssay)
Tau FP inhib – blocks human tau fibril formation measured by polarization | P10636 | K18 P301L tau heparin fibrillization, Alexa594 FP, 6 h | Potency, µM (highest dose often 57.7 µM), inactives show at the highest dose activity, negative = inhibition, hits mostly inhibitors | hit rate 0.39% among 280,000 | AID 1468; also: nearly all actives have a fitted effect of over 55% in size
Target sequence (P10636 561-689 P618L limits assumed): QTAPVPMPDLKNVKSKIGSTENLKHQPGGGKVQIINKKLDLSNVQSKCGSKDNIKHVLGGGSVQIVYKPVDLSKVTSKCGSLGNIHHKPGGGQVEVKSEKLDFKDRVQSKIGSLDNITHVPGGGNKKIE
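Recombinant K18 P301L […], labeled with Alexa 594 at 0.24 uM over 15 uM unlabeled; heparin inducer 20 uM final; 37 C, 6 hr; FP endpoint.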
Tau fibril ThT – blocks human tau fibril formation measured by thioflavin T; P10636; recombinant tau K18 P301L, heparin-induced fibrillization, ThT fluorescence; Potency, µM (doses to about 57.4 µM), for the others: at the highest dose activity, negative = inhibition, most hits filed as inhibitors; hit rate 2.1% among 270,000; AID 1460; also: nearly all actives have a fitted effect of over 55% in size
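Using a mix of unlabeled (15 uM) and Alexa 594-labeled (0.24 uM) tau K18 P301L, heparin-triggered fibrillization over 6 hr at 37 C was scored by ThT fluorescence.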
Tau fluor counter – counter-screen for tau fibril formation inhibitors; tau K18 P301L Alexa594 fluorescence, heparin fibrillization; Potency, µM (doses to about 57.7 µM), without a hit: top-dose activity change, negative = decrease; hit rate 0.93% among 280,000; AID 1463; also: nearly all actives have a fitted effect of over 55% in size
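Human tau K18 P301L (15 uM unlabeled, 0.24 uM Alexa 594-labeled) in 100 mM sodium acetate pH 7 with 20 uM heparin, 6 hr at 37 C. ThT 30 uM added, 1 hr ambient; Alexa 594 FP and total fluorescence read at 555/632 nm.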
* marks the source's active call; other numbers are inactive results; ? = inconclusive. Calls follow the shape of the dose curve; as a rule, active = well fitted curve in the direction sought with a large enough effect; inconclusive = small, poorly fitted or top-dose-only effect, or another doubt; inactive = no such curve, though single readings can be large; an effect the other way counts as inactive or inconclusive. % is scaled to controls: 0 for no effect and ±100 for the full control effect; potency is read from the fitted curve at half-maximal effect. This is a subset. The share of hits here may be higher or lower than overall.

The line under a structure holds: Tau FP inhib, Tau fibril ThT, Tau fluor counter
1	Cc1c(C(=O)NCc2ccccc2Cl)sc2nc[nH]c(=O)c12
 : -11%, 0%, -10%
2	COc1ccc(C(=O)NC2CC(=O)N(c3ccc4c(c3)OCCO4)C2)cc1 (stereo not drawn)
 : -3%, -2%, 0%
3	Cc1cccc(-n2c(=O)c3c(c4cc(C)ccc4n3C)n(CC(=O)NCC3CCCO3)c2=O)c1 (stereo not drawn)
 : 0%, 8%, 5%
4	COc1ccc(Cl)cc1NC(=O)CSc1ccc(-c2sc(C)nc2C)nn1
 : -13%, ?, -30%
5	CCOC(=O)c1ccccc1NC(=O)CSc1nc(=O)[nH]c2c1CCC2
 : -14%, -10%, -8%
6	CCOc1ccccc1NS(=O)(=O)c1cc(-c2cnc(C3CC3)o2)ccc1C
 : -15%, -4%, -15%
7	COc1ccc2c(c1)CC(C(=O)Nc1cccc(C)c1C)CO2 (stereo not drawn)
 : -4%, -4%, -2%
8	CC1CCc2nc3ncn(Cc4cccc(F)c4)c(=O)c3cc2C1 (stereo not drawn)
 : 1%, -5%, -5%
9	CC(C)CCNC(=O)c1cc(-c2cccnc2)nc2ccc(S(=O)(=O)N3CCC(C)CC3)cc12
 : -3%, -2%, 3%
10	Cc1ccc(Cl)cc1NC(=O)c1ccc(-c2nc(CSc3ccccc3)c(C)o2)cc1
 : -4%, -5%, -13%
11	O=C(CC1N=C2c3ccccc3N=C(SCC(=O)Nc3ccc(F)cc3)N2C1=O)NCc1ccco1 (stereo not drawn)
 : 0%, 2%, 3%
12	Cc1cc(C)c(/C=C/c2onc(C)c2S(=O)(=O)N2CCC(C(=O)N3CCN(c4ccccc4)CC3)CC2)c(C)c1
 : 1%, -5%, -4%
13	O=C(CSc1nc(=O)n(CCN2CCOCC2)c2c1CCC2)Nc1ccccc1
 : -12%, 3%, 4%
14	COc1ccc2ncc3c(-c4ccc(C)c(C)c4)nn(CC(=O)NC4CCCC4)c3c2c1
 : 2%, 5%, 0%
15	COc1ccc(CCNC(=O)CCSCc2ccccc2Cl)cc1OC
 : 1%, -4%, -6%

Continuation.
The line under a structure holds: Tau FP inhib, Tau fibril ThT, Tau fluor counter
16	CCc1sc(Nc2ccc(Cl)cc2)nc1-c1cc2cccc(OC)c2oc1=O
 : 1%, 9%, 2%
17	COc1ccc(C(=O)NCC(c2ccc3c(c2)OCO3)N2CCOCC2)cc1 (stereo not drawn)
 : -2%, 1%, -1%
18	CCCC(=O)Nc1ccccc1C(=O)OCc1cc(=O)n2nc(C(C)C)sc2n1
 : 10%, 2%, 12%
19	O=C(Nc1ccccc1C(F)(F)F)C1CCN(c2nnc(-n3cccc3)s2)CC1
 : 8%, ?, -17%
20	O=C(NCCc1ccccc1)c1sc2ncccc2c1-n1cccc1
 : 4%, -8%, -3%
21	CCc1nc2ccc(C(=O)N3CCN(c4cccc(Cl)c4)CC3)cc2nc1CC
 : 7%, -17%, -11%
22	Cc1cccc(C(=O)Nc2c3c(nn2-c2ccc(Cl)cc2)CS(=O)(=O)C3)c1
 : -12%, 2%, -8%
23	CC(=O)c1ccc(NC(=O)CSc2nc(-c3cccc(F)c3)nc3c2c(=O)n(C)c(=O)n3C)cc1
 : -10%, -10%, -5%
24	Cc1ccccc1CSCc1ccc(C(=O)NCCc2ccccc2)o1
 : 7%, ?, -9%
25	O=c1cc(-c2ccccc2)n2c(SCc3ccc([N+](=O)[O-])cc3)nnc2[nH]1
 : 2%, ?, -12%
26	Cc1cc(C)cc(NC(=O)c2cc(S(=O)(=O)NCCC3=CCCCC3)ccc2F)c1
 : -12%, ?, -26%
27	Cc1cc(C)cc(N2C(=O)N(Cc3cccc(F)c3)c3ccccc3S2(=O)=O)c1
 : ?, -1%, -24%
28	Cc1cc(S(=O)(=O)NCC(c2ccco2)S(=O)(=O)c2ccccc2)ccc1F (stereo not drawn)
 : 2%, -1%, -7%
29	COCCCNC(=O)c1cnc2c(-c3ccc(F)cc3)c(C)nn2c1C
 : 4%, -2%, 1%
30	COCCN(CCOC)S(=O)(=O)c1ccc(C(=O)Nc2sc3c(c2C(=O)OC)CCN(C)C3)cc1
 : 7%, -7%, -9%

Later entries:
The line under a structure holds: Tau FP inhib, Tau fibril ThT, Tau fluor counter
31	COc1ccc(CCNC(=O)c2cnn(-c3cccc(C)c3)c2C2CCN(C(=O)OC(C)(C)C)CC2)cc1OC
 : 9%, -13%, -10%
32	Cc1ccc(Cl)cc1NC(=O)COC(=O)CC(C)(C)CC1=NS(=O)(=O)c2ccccc2N1
 : -12%, 4%, -29%
33	Cc1nc2ccn(Cc3ccco3)c(=O)c2cc1C(=O)N1CCN(c2ccccc2F)CC1
 : 4%, 3%, 4%
34	CCN(CC)C(=O)c1sc2c(c1C)c(=O)n(Cc1ccccc1)c(=O)n2Cc1cc(C)ccc1C
 : 5%, -8%, -5%
35	COCCNC(=O)c1cnn(-c2ccc(C)cc2C)c1C1CCN(C(=O)OC(C)(C)C)CC1
 : 3%, -2%, -11%
36	Cc1ccc(C)c(N2CCN(C(=O)c3ccc(-c4nc(COc5ccccc5)c(C)o4)cc3)CC2)c1
 : 5%, ?, -9%
37	CCCC(=O)NC1CC(=O)N(c2ccc3c(c2)OCCO3)C1 (stereo not drawn)
 : 4%, 0%, 3%
38	CCCCC(Sc1nc2cc3c(cc2c(=O)n1CCCC(=O)NCc1ccc2c(c1)OCO2)OCO3)C(=O)OCC (stereo not drawn)
 : 3%, 8%, 7%
39	CCOc1ccc(CCNS(=O)(=O)c2cc(Br)cc3c2N(C(C)=O)CC3)cc1OCC
 : -5%, -5%, -6%
40	Cc1cc(C)cc(-n2c(SCC(=O)NCc3ccc(F)cc3)nc3c([nH]c4ccccc43)c2=O)c1
 : -1%, -4%, -6%
41	COc1ccc(NC(=O)CN(C)S(=O)(=O)c2ccc3nc(C)sc3c2)cc1
 : 2%, -7%, -11%
42	Cc1c(C(=O)Nc2ccc(F)c(C(F)(F)F)c2)sc2nc(-c3ccccc3)cn12
 : ?, -10%, -27%
43	COc1ccc(OC)c(C(=O)CN2C(=O)N(c3ccc(C)cc3)S(=O)(=O)c3ccccc32)c1
 : ?, 16%, 0%
44	CCOc1ccc(NC(=O)CSC2=Nc3ccccc3C3=NC(CC(=O)NCc4ccc5c(c4)OCO5)C(=O)N23)cc1 (stereo not drawn)
 : 7%, ?, ?
45	COc1ccc(OC)c(NC(=O)CSC2=Nc3ccccc3C3=NC(CCC(=O)NCCc4ccccc4)C(=O)N23)c1 (stereo not drawn)
 : 0%, -12%, -9%

(cont.)
The line under a structure holds: Tau FP inhib, Tau fibril ThT, Tau fluor counter
46	Cc1cccc(CSc2nc3cc(C(=O)NC4CCCC4)ccc3c(=O)n2Cc2ccccc2)c1
 : -1%, 4%, 5%
47	COc1cc(OC)c(NS(=O)(=O)c2cc(-c3cnc(C)o3)ccc2OC)cc1Cl
 : 1%, -17%, -27%
48	CCn1c(SCc2ccccc2Cl)nc(=O)c2c(C(=O)OC)cc(C3CC3)nc21
 : -8%, ?, -5%
49	COc1cccc(CNC(=O)c2cnc3c(-c4ccc(F)cc4)c(C)nn3c2C)c1
 : 3%, 12%, 8%
50	CCOc1ccc(CNS(=O)(=O)c2ccc(-c3coc(C)n3)cc2)cc1OC
 : 2%, -3%, -10%
51	Cc1ccc(S(=O)(=O)Nc2cc3c(cc2C)n(C)c(=O)c(=O)n3C)c(C)c1
 : 0%, 3%, 8%
52	O=C(NCCc1ccccc1)C(=O)NCC(c1ccc2c(c1)OCO2)N1CCOCC1 (stereo not drawn)
 : 2%, 8%, 4%
53	COc1cc2c(cc1OC)C(COc1ccccc1OC)N(C(=O)COc1ccc(Cl)cc1)CC2 (stereo not drawn)
 : 9%, -7%, -6%
54	Cc1cccc(N(C)c2nc3ccc(C)cc3n3nnnc23)c1
 : 2%, ?, ?
55	Cc1ccc(Cl)cc1N1CCN(S(=O)(=O)c2ccc(-c3cnc(C4CC4)o3)cc2)CC1
 : -7%, 4%, -9%
56	COc1ccc(NC(=O)Cn2nnc(C(=O)Nc3ccc(C)c(F)c3)c2N)cc1Cl
 : ?, -19%, -13%
57	Cc1cc(C)c(NC(=O)c2nc3ccccc3nc2N2CCCCC2)c(C)c1
 : -5%, -8%, -1%
58	Cc1ccccc1CN1CCC(CNC(=O)c2c(C)oc3ncnc(N4CCCCC4)c23)CC1
 : -2%, 2%, 2%
59	Cc1ccccc1NS(=O)(=O)c1ccc2c(c1)NC(=O)CCS2
 : -9%, 0%, -8%
60	CCN(CC)CCCNC(=O)CSc1nc(-c2ccc(OC)cc2)cc(C(F)(F)F)n1
 : -4%, -2%, -4%

New compounds follow.
The line under a structure holds: Tau FP inhib, Tau fibril ThT, Tau fluor counter
61	Cc1cccc(CNC(=O)Cn2ccc3cc(S(=O)(=O)N4CCC(C)CC4)ccc32)c1
 : -11%, 4%, -10%
62	COC(=O)c1ccc(NC(=O)CC2C(=O)N(c3ccc(Cl)cc3)C(=O)N2Cc2ccco2)cc1 (stereo not drawn)
 : ?, 15%, ?
63	Cc1ccc(S(=O)(=O)CC(=O)Nc2sc3c(c2C#N)CCCCC3)cc1
 : ?, -13%, -19%
64	COc1cc(NC(=O)c2c(C)oc3ncnc(N4CCCCC4)c23)cc(OC)c1
 : -2%, -5%, -14%
65	COc1ccc(N2C(=O)CS(=O)(=O)C23C(=O)N(Cc2ccccc2F)c2ccccc23)cc1Cl (stereo not drawn)
 : ?, -13%, -20%
66	COc1ccc(Cn2c(C(=O)O)c(CNCc3ccco3)c3ccc(C)cc32)cc1
 : -3%, 3%, -2%
67	COc1ccc(OC)c(-n2cnc3cc(C(=O)NC4CCCC4)ccc32)c1
 : 2%, -4%, -5%
68	Cc1ccc(NC(=O)C2CCN(S(=O)(=O)c3cccc4nonc34)CC2)cc1C
 : -12%, 2%, -8%
69	COc1ccc(CCNC(=O)CSc2nc3nc(C)c(Cc4ccc(C)cc4)c(C)n3n2)cc1OC
 : -1%, 0%, -3%
70	Cc1cccc2sc(N(Cc3cccnc3)C(=O)CCc3ccccc3)nc12
 : -6%, ?, -18%
71	Cc1ccc(CCNC(=O)c2cc(Nc3ccc(C)c(C)c3)nc3ccccc23)cc1
 : 13%, 9%, ?
72	CCOC(=O)CSc1nc2cc3c(cc2c(=O)n1CCCCCC(=O)NCc1ccc(OC)cc1)OCO3
 : 9%, 1%, -1%
73	Cc1nn(S(=O)(=O)c2ccc(F)cc2)c(C)c1S(=O)(=O)N1CCC(C)CC1
 : -4%, 3%, 1%
74	Cc1cc(=O)n(CC(=O)Nc2ccc(Cl)c(Cl)c2)c(-n2nc(C)cc2C)n1
 : ?, -15%, -27%
75	COc1ccccc1N1CCN(S(=O)(=O)CCNC(=O)COc2ccc(F)cc2)CC1
 : 10%, -9%, -10%

The list goes on.
The line under a structure holds: Tau FP inhib, Tau fibril ThT, Tau fluor counter
76	CCc1ccc(NC(=O)CSc2nc3ccccc3nc2Cc2ccccc2OC)cc1
 : -9%, 7%, -9%
77	Cc1ccc(-n2nc3c(=O)n(CCCC(=O)NC(C)c4ccccc4)nc(C)c3c2C)cc1 (stereo not drawn)
 : 3%, 2%, 0%
78	Cn1ccc2c(OCC(=O)NCc3ccccc3Cl)cccc2c1=O
 : -8%, -16%, -15%
79	O=C(NCc1ccccc1)c1ccc2c(c1)nc1n2CCOC1
 : 0%, -1%, -2%
80	CC(C)OCCCn1c(SCC(=O)c2ccccc2)nc2c(sc3ccccc32)c1=O
 : -10%, -3%, -11%
81	CCOC(=O)c1c(NC(=O)c2ccc(S(=O)(=O)N3CCCC(C)C3)cc2)sc2c1CC(C)(C)NC2(C)C (stereo not drawn)
 : -8%, 0%, 2%
82	CCOc1ccc(NC(=O)CSc2nc3nc(C)c(Cc4ccccc4)c(C)n3n2)cc1
 : 7%, ?, -24%
83	COc1ccccc1Cn1c(CNS(=O)(=O)c2ccccc2Cl)nc2cccnc21
 : -5%, -13%, -17%
84	Cc1ccc(CCNC(=O)c2c(C)oc3ncn(CC(C)C)c(=O)c23)cc1
 : -4%, -14%, -20%
85	CC1CCN(C(=O)c2ccccc2NC(=O)c2nsc3ccccc23)CC1
 : 0%, -11%, -18%
86	Cc1cc(C)n(-c2nc(C)c(C)c(=O)n2CC(=O)Nc2ccc(Cl)c(Cl)c2)n1
 : ?, 1%, -16%
87	CN1c2ccc(Cl)cc2-c2nc(SCC(=O)Nc3cc(F)ccc3F)ncc2S1(=O)=O
 : ?, 4%, -23%
88	COc1ccc(Br)cc1CNC(=O)c1ccc2nc(C(C)C)oc2c1
 : 3%, -15%, -14%
